K1F lysis inhibition – inhibition of K1F phage lysis, E. coli UTI89, bacterial capsule biogenesis inhibitors, alamar blue (AID 488966) | E. coli UTI89 K1F phage lysis, alamar blue, 2 h; higher % means a stronger effect | inhibition, % at 100 µM; hits with a dose series show IC50 in µM | actives 0.02% (n = 340,000);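 active means phage lysis inhibition, versus mean bacterial control, above a set limit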;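 further: capsule biogenesis inhibitors block K1F phage lysis so surviving cells raise fluorescence; higher fluorescence means more inhibition of phage lysis; actives were called in the ten point dose series up to 300 µM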
Active calls of the source: *; [ ] = another dose, or the depositor's remark.

SMILES	K1F lysis inhibition
O=C(Cn1cnc2ccccc21)c1ccccc1	-0.5%
COc1ccc(NC(=O)CSc2nnnn2C2CCCCC2)cc1	-0.2%
CC(C)(C)N1C(=O)[C@H]2[C@@H](c3ccc(Br)cc3)N3C(=O)N(c4cccc(F)c4)C(=O)[C@@]3(Cc3ccccc3)[C@H]2C1=O	2.5%
O=C(CNS(=O)(=O)c1ccc(F)cc1)Nc1ccccc1	1.2%[50 µM]
N#C/C(=C\c1c(Oc2ccc(Cl)cc2)nc2ccccn2c1=O)C(=O)NC1CCS(=O)(=O)C1 (stereo not given)	-0.4%
O=C1CN(C(=O)COc2c(F)c(F)cc(F)c2F)c2ccccc2N1	0.2%
CC1(C)Cc2c(cnn2-c2cccc(F)c2)C(NC(=O)c2csnn2)C1 (stereo not given)	0.0%
COc1ccc(CNS(=O)(=O)c2ccc3c(c2)N(C(C)=O)CCO3)cc1	-5.5%
Cc1cccc(OCc2cc(-c3ccccc3)no2)c1C	0.0%
COC(=O)c1ccc(C2NCCc3cc(OC)c(OC)cc32)cc1 (stereo not given)	0.4%
CN(C(=O)c1ccccc1C(=O)OCC(=O)Nc1ccc(S(N)(=O)=O)cc1)c1ccccc1	0.2%[50 µM]
O=c1[nH]c(=O)c2cn[nH]c2[nH]1	3.2%
COc1cccc(/C=C2/SC(=S)N(CC(=O)NNC(=O)c3ccccc3O)C2=O)c1	0.5%
CC(C)(C)OC(=O)CN1C(=O)NC(Cc2c[nH]c3ccccc23)C1=O (stereo not given)	-0.1%
CCN(CC)c1ccc(NC(=O)CN2CCN(CC(=O)Nc3ccccc3OC)CC2)cc1	-0.2%
COc1ccc(CC(=O)Nc2nc(-c3ccc(F)c(F)c3)cs2)cc1	0.2%
Cc1occc1C(=O)NNC(=S)NC(=O)COc1ccc(Cl)cc1Cl	0.5%
CCC(C)Sc1cccc(-c2nc3cc(C)ccn3c2NC2CCCCC2)c1 (stereo not given)	-0.3%
COc1ccc(OC)c(C(C(=O)NC2CCCCC2)N(C(=O)c2ccccn2)c2cccnc2)c1 (stereo not given)	0.1%
CC(OC(=O)C1=COCCO1)C(=O)NC1CCCCC1C (stereo not given)	0.9%[50 µM]
CCOC(=O)Cc1csc(NC(=O)CN2CCCCC2)n1	0.5%
O=C(NCCc1ccccc1)C1CCCN1S(=O)(=O)c1cccc2nsnc12 (stereo not given)	-0.1%
COc1cc(-c2nc3c4ccccc4nc(=S)n3[nH]2)cc(OC)c1OC	-0.8%
O=C1/C(=C/c2ccc(F)cc2)SC(=S)N1NS(=O)(=O)c1ccccc1	-0.2%
Cc1cc(CNC(=S)Nc2ccc(S(=O)(=O)Nc3ncccn3)cc2)nn1C	0.3%[50 µM]
O=C(CN1C(=O)NC2(CCc3ccccc32)C1=O)NCc1cccc(C(F)(F)F)c1 (stereo not given)	1.9%
CC(=O)c1cccc(CN2CCC(n3nccc3NC(=O)c3ccc4c(c3)OCO4)CC2)c1	0.9%[50 µM]
Cc1cccc(NC(=O)Cc2ccc(-c3ccccc3)cc2)n1	0.1%
CC(C)CCN1CCN(Cc2coc3ccccc3c2=O)CC1CCO (stereo not given)	-2.4%
CCOc1ccc(NC(=O)CSc2ncn[nH]2)cc1	-1.2%[50 µM]
CC(C)=CC1C(C(=O)NCCOc2ccccc2)C1(C)C (stereo not given)	-0.9%
CC(C)(CNC(=O)Cc1ccc(Br)cc1)N1CCOCC1	0.3%
O=C1CSC(c2ccccc2)N1Cc1ccccc1 (stereo not given)	0.2%
O=C(CCNC(=O)C1CCN(S(=O)(=O)c2ccc(F)cc2)CC1)NCCc1cccc(F)c1	-0.1%
O=C(CCN1C(=O)/C(=C\c2ccccc2)SC1=S)NNC(=O)c1ccccc1O	-0.1%
Cc1ccc(S(=O)(=O)N2CCc3ccccc3C2)cc1	0.2%
O=C(Nc1ccccc1C(=O)Nc1ccc(Br)cn1)c1cccc([N+](=O)[O-])c1	-0.8%
CCOc1ccc(Oc2ccccc2NC(=O)CSCC(=O)Nc2cc(C)on2)cc1	0.1%[50 µM]
CSc1ccc(NS(=O)(=O)c2ccc(-n3cnnn3)cc2)cc1	0.8%
CC(C)NC(=O)c1onc(CSc2nc3ccccc3[nH]2)c1C(=O)NC(C)C	1.1%
Cc1onc(-c2ccccc2)c1C(=O)NC(C)c1ccccc1 (stereo not given)	1.0%
CC(=O)n1c(=O)c2ccccc2c(=O)n1-c1ccccc1	-0.1%
O=C(NCc1ccccc1F)c1ccc2c(c1)OCCO2	-0.5%
CCCC(=O)Nc1c2c(nn1-c1cccc(C)c1C)CS(=O)(=O)C2	0.2%
O=C(Cc1ccccc1F)NNC(=O)c1ccncc1	0.3%
Cc1cccc(C(=O)N/C(=C\c2ccco2)C(=O)N2CCCC2)c1	0.3%
Cc1nc(SCC(=O)Nc2nc3ccccc3s2)n[nH]1	0.3%
[N-]=[N+]=NC1CC(CO)OC1n1ccc(=O)[nH]c1=O (stereo not given)	0.4%
Cc1cccc(C)c1OC(=O)Cc1ccccc1[N+](=O)[O-]	0.2%
C=CCn1cccc(C(=O)Nc2ccc(N(C)C)cc2)c1=O	0.3%
COc1ccc(OCCCCc2c(C)n[nH]c2C)cc1	0.8%
O=S(=O)(NCC(c1cccnc1)N1CCN(Cc2ccccc2)CC1)c1cc(F)ccc1F (stereo not given)	0.0%
Cc1nc(SC(C)C(=O)NC2CCCC2)c2ccccc2n1 (stereo not given)	0.7%[50 µM]
C[n+]1ccn(CC(=O)c2cccs2)c1	-0.2%
O=C1COc2ccc(S(=O)(=O)N3CCC(C(=O)NCc4ccc(F)cc4)CC3)cc2N1	0.3%
N#C/C(=C\c1ccc(OCCN2CCOCC2)cc1)C(=O)Nc1ccc(S(N)(=O)=O)cc1	0.0%
O=c1[nH]c(C2CCN(S(=O)(=O)c3ccccc3C(F)(F)F)CC2)nc2c1nnn2Cc1ccccc1	-0.2%
O=C(COC(=O)c1cccc(S(=O)(=O)N2CCCCC2)c1)NCc1ccccc1	0.1%[50 µM]
CN1CCN(c2ccc(NC(=O)c3ccc4ccccc4c3)cc2)CC1	0.4%
O=C(NC(=S)Nc1ccccc1O)c1cncc(Br)c1	1.3%
(list continues)
SMILES	K1F lysis inhibition
Cc1cccc(-c2ocnc2C(=O)Nc2ccccc2C(=O)N2CCCC2)c1	-0.2%
CCc1cc2c(N[C@@H](Cc3ccccc3)C(=O)O)ncnc2s1	0.2%
COc1ccc(CCC(=O)N2CCN(c3cccc(C)c3C)CC2)cc1	-0.1%
COc1ccc(NC(=O)CSc2nc(N)c(NC(=O)c3ccccc3F)c(=O)[nH]2)cc1	0.2%
C#CCOCCOCCOCCNc1nc(N2CCOCC2)nc(N2CCN(C(=O)[C@H](CCCCN)n3cc(CN)nn3)CC2)n1	3.8%
CC(=O)c1ccc(N2CCN(C(=O)c3ccc(NC4=NC5CS(=O)(=O)CC5S4)cc3)CC2)cc1 (stereo not given)	1.5%
COc1ccc(CC(=O)NCC2CCCN(Cc3cc(OC)cc(OC)c3)C2)cc1 (stereo not given)	3.0%
COc1cccc(-c2cc3nc(-c4ccccc4)cc(=O)n3[nH]2)c1	-0.1%
COc1ccccc1CNc1cc(C)ccn1	0.3%
O=C(O)C1C2CCC(C2)C1C(=O)NCCc1ccc(F)cc1 (stereo not given)	-0.4%
O=S(=O)(NC1=NCCCCC1)c1ccc(Cl)cc1Cl	0.5%[50 µM]
COc1ccc(Cl)cc1N1C(=NC(=O)C2CCCO2)SC2CS(=O)(=O)CC21 (stereo not given)	0.2%

No new results follow: entries from further up.
SMILES	K1F lysis inhibition
C[n+]1ccn(CC(=O)c2cccs2)c1	-0.2%
O=C1COc2ccc(S(=O)(=O)N3CCC(C(=O)NCc4ccc(F)cc4)CC3)cc2N1	0.3%
N#C/C(=C\c1ccc(OCCN2CCOCC2)cc1)C(=O)Nc1ccc(S(N)(=O)=O)cc1	0.0%
O=c1[nH]c(C2CCN(S(=O)(=O)c3ccccc3C(F)(F)F)CC2)nc2c1nnn2Cc1ccccc1	-0.2%
O=C(COC(=O)c1cccc(S(=O)(=O)N2CCCCC2)c1)NCc1ccccc1	0.1%[50 µM]
CN1CCN(c2ccc(NC(=O)c3ccc4ccccc4c3)cc2)CC1	0.4%
O=C(NC(=S)Nc1ccccc1O)c1cncc(Br)c1	1.3%
Cc1cccc(-c2ocnc2C(=O)Nc2ccccc2C(=O)N2CCCC2)c1	-0.2%
CCc1cc2c(N[C@@H](Cc3ccccc3)C(=O)O)ncnc2s1	0.2%
COc1ccc(CCC(=O)N2CCN(c3cccc(C)c3C)CC2)cc1	-0.1%
COc1ccc(NC(=O)CSc2nc(N)c(NC(=O)c3ccccc3F)c(=O)[nH]2)cc1	0.2%
C#CCOCCOCCOCCNc1nc(N2CCOCC2)nc(N2CCN(C(=O)[C@H](CCCCN)n3cc(CN)nn3)CC2)n1	3.8%
CC(=O)c1ccc(N2CCN(C(=O)c3ccc(NC4=NC5CS(=O)(=O)CC5S4)cc3)CC2)cc1 (stereo not given)	1.5%
COc1ccc(CC(=O)NCC2CCCN(Cc3cc(OC)cc(OC)c3)C2)cc1 (stereo not given)	3.0%
COc1cccc(-c2cc3nc(-c4ccccc4)cc(=O)n3[nH]2)c1	-0.1%
COc1ccccc1CNc1cc(C)ccn1	0.3%

The listing continues:
SMILES	K1F lysis inhibition
CC(NC(=O)COc1ccc(Br)cc1)C1CCCO1 (stereo not given)	1.4%[50 µM]
O=S(=O)(c1cc(F)ccc1F)N1CCC2(CC1)OCCO2	0.9%[50 µM]
CCCCn1nnnc1SCC(=O)Nc1cccc(C)c1	1.4%
CCOc1ccc(CN2CCN(CCCc3ccccc3)CC2CCO)cc1 (stereo not given)	0.2%
O=C(NCCCN1CCCC1=O)c1ccc([N+](=O)[O-])s1	-0.6%[50 µM]
COC(=O)C1=C(C(=O)OC)[C@]2([C@H]3CC=CCN[C@@H](Cc4ccccc4)C(=O)N3Cc3ccccc3)C=C[C@H]1O2	0.8%
CCOc1ccc(C(=O)N2CCN(c3ccccn3)CC2)cc1	0.8%
Cn1c(=O)c2ccccc2n2c(CCl)nnc12	-1.9%
Cc1cc(C(=O)OCC(=O)N(C)c2ccccc2)c2ccccc2n1	0.5%[50 µM]
Cc1cccc(-c2ccc3c(c2)C2CC3CCN2C(=O)OCc2ccccc2)c1 (stereo not given)	0.0%
CC(NS(=O)(=O)c1cccc(C(=O)N(C)Cc2ccc(N3CCOCC3)cc2)c1)c1ccccc1 (stereo not given)	0.1%[50 µM]
COc1ccc(NC2CCCN(C(=O)CCN3CCCO3)C2)cc1 (stereo not given)	-0.3%
CC(C)Oc1ccc(C(=O)OC(C)C(=O)NC2CCCCC2C)cc1 (stereo not given)	0.0%
COc1ccc(C(C)=O)cc1COc1cccc2c1OC(C)(C)C2	1.1%[50 µM]
COc1cc(C(=O)NCCN=C2NS(=O)(=O)c3ccccc32)cc(OC)c1OC	-0.1%
COc1ccccc1NC(=S)N1CCN(c2cccc(C)c2C)CC1	2.1%
COc1ccc(-n2nc(C(=O)O)cc2-c2ccccc2)cc1	-1.2%
CCC(CC)Nc1ccc(C(CC(N)=O)NC(=O)Cc2cccc3ccccc23)cc1[N+](=O)[O-] (stereo not given)	0.6%
COc1cc(OC)cc(C(=O)NNC(=O)CCCOc2ccccc2)c1	-0.4%
Cc1ccc(C)c(NC(=O)CN(C)C(=O)c2cc(C3CC3)nn2-c2ccccc2)c1	0.1%[50 µM]
Cc1nc2c(C)cccn2c(=O)c1NC(=O)c1ccc(Br)o1	0.2%[50 µM]
COc1ccccc1N1CCN(CC(O)COc2ccc(C)c(C)c2)CC1 (stereo not given)	-0.1%[50 µM]
COc1ccc(-c2cc(C)no2)cc1S(=O)(=O)N(C)c1ccc(C)cc1	0.7%
Cn1c(=O)c(=O)n(C)c2cc(N3CCOCC3)c(NS(=O)(=O)c3ccc(F)c(Cl)c3)cc21	0.2%
Cc1c(C(=O)N2CCN(S(=O)(=O)c3cc(F)ccc3F)CC2)oc2ccccc12	-0.2%[50 µM]
O=C(CN1C(=O)NC2(CCCC2)C1=O)Nc1ccc(C(F)(F)F)cc1	0.1%
COc1ccc(NC(=O)NN2CCN(C)CC2)cc1OC	1.4%[50 µM]
Cc1ccc(S(=O)(=O)N2CCN(C(=O)C(C)Cn3cncn3)CC2)cc1C (stereo not given)	0.3%
C#CCOCCOCCOCCNc1nc(N2CCN(C(=O)[C@H](CCCN=C(N)N)n3cc(C(N)[C@@H](C)CC)nn3)CC2)nc(N2CCN(C(=O)[C@H](CO)n3cc([C@@H](N)C(C)C)nn3)CC2)n1 (stereo not given in full)	0.0%
CC(NC(=O)NC(=O)c1cccc([N+](=O)[O-])c1)C1CC1 (stereo not given)	1.3%
CCN(CC(=O)NCc1cccs1)C(=O)c1cccc(S(=O)(=O)NC)c1	-1.7%
Cc1cccc(NC(=S)N2CCCCCC2)c1C	-0.1%
COc1ccc(S(=O)(=O)NNC(=O)Nc2ccc(C)cc2)c(OC)c1	0.0%
Cc1oc2cc3oc(=O)ccc3cc2c1C	0.2%
COc1ccc(N2CCN(S(=O)(=O)CCNC(=O)C(C)Oc3ccccc3)CC2)cc1 (stereo not given)	1.2%[50 µM]
Cc1c(C)c2ccc(OCC(=O)N3CCC(C(=O)O)CC3)cc2oc1=O	4.1%
COC(=O)CCC(=O)OC1(C)C(=O)C2=CN(CCc3ccccn3)C(c3ccc(OC)cc3)=CC2=C(Br)C1=O (stereo not given)	3.3%
O=C(NCc1ccccc1)C1CC(=O)N(c2ccc(OCC(=O)N3CCOCC3)cc2)C1 (stereo not given)	0.2%
COc1ccccc1N1CCN(C(c2cccs2)C(C)NC(=O)C(=O)N2CCCCC2)CC1 (stereo not given)	0.4%
CCN(CC(=O)Nc1c(F)cccc1F)C(=O)c1ccc(NC(=O)CC2SC(N3CCCC3)=NC2=O)cc1 (stereo not given)	0.5%[50 µM]

Some of the compounds tested (hit frequency here may not be typical).
